Pin1 inhibitor: inhibitors of human Pin1. Q13526. Pin1 FP peptide displacement, HiFluor488, 10 min. Potency, µM (titrated, usually from 115 µM), inactives show at the highest dose activity, negative = inhibition, hits mostly inhibitors. hit rate 0.009% among 390,000; active means well fitted inhibition curve with a large enough effect in the polarisation, with a control signal flat, not every such curve was filed as active; inconclusive means small, poorly fitted or top-dose-only effect, or effect the other way, or a change in a side signal; inactive means no such curve, though single readings can be large or run the other way; the % refers to the polarisation; further: potency means the concentration at half of the fitted maximal effect; on the % scale 0 is the no-effect control and ±100 the full control effect
Target sequence (Q13526 whole entry, looked up): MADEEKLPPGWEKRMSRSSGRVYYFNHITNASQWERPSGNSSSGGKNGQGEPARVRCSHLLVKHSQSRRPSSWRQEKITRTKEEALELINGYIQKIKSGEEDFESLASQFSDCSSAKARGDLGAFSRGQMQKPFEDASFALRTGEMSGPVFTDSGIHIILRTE
GLS inhibitor: blocks human kidney-isoform glutaminase activity | O94925 | GLS enzymatic activity, qHTS titration | Potency, µM (highest dose often 45.5 µM), inactives show top-dose activity change, negative = inhibition, hits mostly inhibitors | hit rate 0.21% among 410,000; further: potency means the concentration at half of the fitted maximal effect; on the % scale 0 is the no-effect control and ±100 the full control effect
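hKGA in 45 mM KH2PO4 pH 8.2, 0.02% Tween-20 with pin-transferred compounds; 1 mM L-glutamine (stock) plus glutamate oxidase/HRP/Amplex Red coupling added. Fluorescence read initially and after 30 min at RT.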
JMJD2A Tudor: inhibitors of human JMJD2A Tudor domain | O75164 | AlphaScreen JMJD2A-Tudor / H3K4me3 peptide binding | Potency, µM (doses to about 114 µM), inactives show at the highest dose activity change, negative = inhibition, actives largely listed as inhibitors | hit rate 4.4% among 390,000 | AID 504339; further: potency means the concentration at half of the fitted maximal effect; on the % scale 0 is the no-effect control and ±100 the full control effect; nearly all actives have a fitted effect of over 50% in size
Tb PGK inh: blocks T. brucei phosphoglycerate kinase; P07378; PGK/GAPDH coupled, Kinase-Glo luminescence, 60 min; Potency, µM (series often up to 57.5 µM), inactives show at the top dose activity change, negative = inhibition, hits mostly inhibitors; hit rate 0.043% among 380,000; further: potency means the concentration at half of the fitted maximal effect; on the % scale 0 is the no-effect control and ±100 the full control effect; nearly all actives have a fitted effect of over 60% in size
Target sequence (P07378 whole entry, looked up): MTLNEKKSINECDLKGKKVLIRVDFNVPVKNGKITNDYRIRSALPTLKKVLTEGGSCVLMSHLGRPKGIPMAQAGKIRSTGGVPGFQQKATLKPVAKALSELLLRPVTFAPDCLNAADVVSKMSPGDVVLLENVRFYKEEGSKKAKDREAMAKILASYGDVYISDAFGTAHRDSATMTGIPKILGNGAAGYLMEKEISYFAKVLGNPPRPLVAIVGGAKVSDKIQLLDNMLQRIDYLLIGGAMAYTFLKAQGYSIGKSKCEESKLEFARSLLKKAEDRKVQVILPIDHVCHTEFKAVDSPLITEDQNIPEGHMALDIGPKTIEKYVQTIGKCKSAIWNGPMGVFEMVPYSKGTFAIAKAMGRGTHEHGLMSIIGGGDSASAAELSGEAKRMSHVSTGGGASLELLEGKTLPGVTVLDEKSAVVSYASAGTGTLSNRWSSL
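Recombinant glycosomal PGK reaction used 1,3-bisphosphoglycerate generated in-well by GAPDH (100nM final) in 100mM TEA pH 7.6, 5mM MgCl2, 0.01% Tween-20. After 60 minutes at room temperature, ATP was read by Kinase-Glo Plus luminescence end-point.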
HP1b chromo inh: HP1-beta chromodomain-methylated histone interaction inhibition. P83916. AlphaScreen HP1-beta / biotin-H3K9me3 peptide binding. Potency, µM (top dose mostly 114 µM), without a hit: at the highest dose activity change, negative = inhibition, actives largely listed as inhibitors. hit rate 0.56% among 390,000. AID 540317; further: potency means the concentration at half of the fitted maximal effect; nearly all actives have a fitted effect of over 70% in size; inactives centre near 23
Target sequence (P83916 whole entry, looked up): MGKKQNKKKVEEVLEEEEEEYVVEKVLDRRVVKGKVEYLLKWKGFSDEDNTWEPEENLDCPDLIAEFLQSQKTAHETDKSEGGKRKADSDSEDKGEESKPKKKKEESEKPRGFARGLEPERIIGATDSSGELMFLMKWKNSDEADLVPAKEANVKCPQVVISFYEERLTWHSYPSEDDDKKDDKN
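AlphaScreen: HP1-beta (50 nM) preformed 30 min with biotin-H3(1-18)K9me3 peptide (50 nM) in PBS pH 7.4, 0.01% Tween-20. Compound added for 30 min at RT, then streptavidin donor/nickel chelate acceptor beads (10 ug/mL) for 30 min.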
PI4K2A inh: inhibitors of human PI4K2A; hit rate 0.13% among 420,000; Q9BTU6; purified PI4K2A, ADP-Glo luminescence, 1 h; hits give low values; activity change, negative = inhibition, % at 76.9 µM; in the data active means activity change below about -50%; inconclusive means mostly about -30% to -49%;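 further: -100% = wells without enzyme as full effect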
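Compounds are screened against recombinant PI4K2A using PI as substrate and ATP, the latter dispensed at 300 microM. Reactions run one hour at ambient temperature before ADP-Glo detection; full inhibition defined by wells lacking enzyme.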
G9a inh: blocks human histone lysine methyltransferase G9a; G9a H3K9 monomethylation, AlphaScreen, 2 h; Potency, µM (doses to about 102 µM), inactives show top-dose activity, negative = inhibition, most hits filed as inhibitors; hit rate 8.8% among 350,000; AID 504332; further: potency means the concentration at half of the fitted maximal effect; on the % scale 0 is the no-effect control and ±100 the full control effect; nearly all actives have a fitted effect of over 75% in size
Target sequence (Q96KQ7 913-1193 limits assumed): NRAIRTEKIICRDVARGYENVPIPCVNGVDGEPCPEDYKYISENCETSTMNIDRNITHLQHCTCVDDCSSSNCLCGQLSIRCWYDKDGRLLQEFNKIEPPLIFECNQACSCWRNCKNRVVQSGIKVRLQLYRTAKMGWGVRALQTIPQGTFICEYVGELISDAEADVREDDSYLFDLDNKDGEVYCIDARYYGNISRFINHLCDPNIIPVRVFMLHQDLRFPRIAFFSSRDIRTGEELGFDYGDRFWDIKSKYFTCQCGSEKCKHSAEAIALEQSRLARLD
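Quantitative HTS format: methyltransferase activity on a biotin-tagged H3K9 peptide is measured by AlphaScreen, using a rabbit anti-monomethyl-H3K9 antibody with streptavidin donor and anti-IgG acceptor beads. Final levels are 20 nM enzyme, 500 nM peptide, 20 uM SAM; 2 h RT.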
ERG Ets-DNA blk: ERG Ets/DNA interaction inhibition; P11308; fluorescence polarization, His-ERG Ets domain / labelled DNA; Potency, µM (highest dose often 76.9 µM), inactives show at the top dose FP activity, negative = inhibition, usual class: inhibitors; hit rate 0.028% among 370,000; AID 624246; active means well fitted inhibition curve with a large enough effect in the polarisation, with a control signal flat; inconclusive means small, poorly fitted or top-dose-only effect, or effect the other way, or a change in a side signal; inactive means no such curve, though single readings can be large or run the other way; the % refers to the polarisation;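 further: polarization taken with two DNA probes labelled with fluorescein and Texas red; potency means the concentration at half of the fitted maximal effect; % of control where 0% means no effect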
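His-tagged ERG Ets domain (1 uM in the protein solution; 300mM KCl, 50mM Tris-HCl, 1mM EDTA, 1mM DTT, pH 7.5) received compound, then a probe mix of 5 nM fluorescein-DNA and 100nM Texas-615-DNA. Fluorescence polarization was read for both dyes.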
BAZ2B inh: BAZ2B (human) inhibition; AlphaScreen BAZ2B-H3K14Ac peptide displacement; Potency, µM (top dose mostly 114 µM), inactives show at the top dose activity change, negative = inhibition, usual class: inhibitors; hit rate 4.4% among 360,000; further: potency means the concentration at half of the fitted maximal effect; on the % scale 0 is the no-effect control and ±100 the full control effect; nearly all actives have a fitted effect of over 60% in size
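Multi-concentration screen (max 110 uM) measuring displacement of acetylated histone H3 peptide from BAZ2B by AlphaScreen, using 50 nM protein, 50 nM peptide and 10 ug/mL streptavidin donor plus Ni-chelate acceptor beads.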
* = called active by the depositor; [ ] = remark or other dose. Unless noted, the call rests on the fitted dose curve; in most records, active means well fitted curve in the direction sought with a large enough effect; inconclusive means small, poorly fitted or top-dose-only effect, or another doubt; inactive means no such curve, though single readings can be large; an effect the other way counts as inactive or inconclusive. No enrichment for hits. About 11% of those tested had a hit in this group.

`O=C(/C=C/c1ccco1)NC(=S)N1CCCCC1` gave Pin1 inhibitor inconclusive, GLS inhibitor 0%, JMJD2A Tudor -7%, Tb PGK inh 0%, HP1b chromo inh -3%, PI4K2A inh -3, G9a inh 71µM*, ERG Ets-DNA blk -7% and BAZ2B inh inconclusive.
C=C(C)CC1(NC(C)c2ccccc2)CCCCC1 (stereo unspecified) was read as Pin1 inhibitor -1%, GLS inhibitor -2%, JMJD2A Tudor 9%, Tb PGK inh -1%, HP1b chromo inh 63%[activator], PI4K2A inh -7, G9a inh 5%[59 µM], ERG Ets-DNA blk 6% and BAZ2B inh 6%.
Screening COc1ccccc1NC(=O)C(C)OC(=O)CCCc1c[nH]c2ccccc12 (stereo unspecified) returned Pin1 inhibitor -2%, GLS inhibitor 7%, JMJD2A Tudor inconclusive, Tb PGK inh -9%, HP1b chromo inh -21%, PI4K2A inh -4, G9a inh inconclusive, ERG Ets-DNA blk 5% and BAZ2B inh inconclusive.
Screening Cc1cc(OC(=O)Cc2cccc3ccccc23)c([N+](=O)[O-])c(=O)[nH]1 returned Pin1 inhibitor 4%, GLS inhibitor -7%, JMJD2A Tudor inconclusive, Tb PGK inh -13%, HP1b chromo inh 20%, PI4K2A inh 4, G9a inh -13%[59 µM], ERG Ets-DNA blk -4% and BAZ2B inh 7%.
Screening O=C(Nc1nc(-c2nc3ccccc3s2)cs1)C1CC1 returned Pin1 inhibitor -1%, GLS inhibitor 4%, JMJD2A Tudor -20%, Tb PGK inh 0%, HP1b chromo inh 58%[activator], PI4K2A inh -9, G9a inh -18%, ERG Ets-DNA blk 8% and BAZ2B inh 4%.
Screening Cn1nccc1NS(=O)(=O)c1ccc(C(C)(C)C)cc1 returned Pin1 inhibitor -1%, GLS inhibitor 4%, JMJD2A Tudor -17%, Tb PGK inh -8%, HP1b chromo inh 29%, PI4K2A inh 13, ERG Ets-DNA blk -2% and BAZ2B inh -3%.
CCOc1ccccc1C1N(c2ccc(F)cc2)C(=O)C2CCCN21 (stereo unspecified) was read as Pin1 inhibitor inconclusive, GLS inhibitor -6%, JMJD2A Tudor 7%, Tb PGK inh -5%, HP1b chromo inh 27%, PI4K2A inh 3, G9a inh 13%[12.7 µM], ERG Ets-DNA blk -18% and BAZ2B inh 8%.
Screening COC(=O)C1=C(C(=O)OC)[C@@H]2N(C)c3ccc(OC)cc3[C@@]23C[C@@H](C(=O)OC)N(C(=O)NC2CCCCC2)C3=N1 returned Pin1 inhibitor 3%, GLS inhibitor 19%, JMJD2A Tudor inconclusive, Tb PGK inh -2%, HP1b chromo inh -10%, PI4K2A inh -3 and ERG Ets-DNA blk 9%.
`CC(=O)Nc1nnc(SCC(=O)N2CCCc3ccccc32)s1` gave Pin1 inhibitor -4%, GLS inhibitor 3%, JMJD2A Tudor -2%, Tb PGK inh 6%, HP1b chromo inh 51%[activator], PI4K2A inh 1, G9a inh 3%, ERG Ets-DNA blk -1% and BAZ2B inh -28%.
For OCCC1CN(Cc2ccccc2-c2ccco2)CCN1Cc1ccccc1 (stereo unspecified) the results were Pin1 inhibitor 1%, GLS inhibitor 2%, JMJD2A Tudor -28%, Tb PGK inh 0%, HP1b chromo inh 3%, PI4K2A inh 1, G9a inh inconclusive, ERG Ets-DNA blk 0% and BAZ2B inh -30%.
COc1ccc(NC(=S)N2CCN(C(c3ccccc3)c3ccccc3)CC2)cc1OC was read as Pin1 inhibitor 5%, GLS inhibitor -5%, JMJD2A Tudor inconclusive, Tb PGK inh inactive, HP1b chromo inh -16%, PI4K2A inh -5, G9a inh -17%[59 µM], ERG Ets-DNA blk 0% and BAZ2B inh inconclusive.
Screening CN(Cc1ccccc1)C(=O)c1nc[nH]c1C(=O)N1CCc2ccccc2C1 returned Pin1 inhibitor -2%, GLS inhibitor -3%, JMJD2A Tudor -18%, Tb PGK inh 5%, HP1b chromo inh 28%, PI4K2A inh -1, G9a inh 10%[0.501 µM], ERG Ets-DNA blk -7% and BAZ2B inh 9%.
`CC1CCN(C(=O)Cn2cc(SCC(=O)Nc3ccccc3C(F)(F)F)c3ccccc32)CC1` gave Pin1 inhibitor 2%, GLS inhibitor 4%, JMJD2A Tudor -29%, Tb PGK inh 12%, HP1b chromo inh 43%[activator], PI4K2A inh -9, G9a inh -5%[59 µM], ERG Ets-DNA blk -5% and BAZ2B inh 3%.
`Cc1ccccc1N(C(=O)c1ccco1)C(C(=O)NC1CCCC1)c1cccnc1` (stereo unspecified) gave Pin1 inhibitor 2%, GLS inhibitor -6%, JMJD2A Tudor -7%, Tb PGK inh 0%, HP1b chromo inh 27%, PI4K2A inh -12, G9a inh 9%, ERG Ets-DNA blk 5% and BAZ2B inh -2%.
For O=C(NCc1ccccc1)c1cccn1-c1nnc(N2CCCCC2)s1 the results were Pin1 inhibitor 3%, GLS inhibitor 3%, JMJD2A Tudor -13%, Tb PGK inh 2%, HP1b chromo inh 14%, PI4K2A inh 0, G9a inh 3%[59 µM], ERG Ets-DNA blk 0% and BAZ2B inh -17%.
Screening CCOC(=O)C(=CNc1cc(C)ccc1[N+](=O)[O-])C(=O)OCC returned Pin1 inhibitor -11%, GLS inhibitor 0%, JMJD2A Tudor -10%, Tb PGK inh inactive, HP1b chromo inh 37%, PI4K2A inh -3, G9a inh 13%[59 µM], ERG Ets-DNA blk -3% and BAZ2B inh -17%.
`CCOc1ccc(CSC2=NCCN2)cc1Cl` gave Pin1 inhibitor -14%, GLS inhibitor 8%, JMJD2A Tudor inconclusive, Tb PGK inh -8%, HP1b chromo inh 59%[activator], PI4K2A inh -5, G9a inh 19%[59 µM], ERG Ets-DNA blk 2% and BAZ2B inh 11%.
CCNC(=O)C(C)Oc1ccc(Cl)cc1Cl (stereo unspecified) was read as Pin1 inhibitor -2%, GLS inhibitor 3%, JMJD2A Tudor -11%, Tb PGK inh inactive, HP1b chromo inh 73%[activator], PI4K2A inh -4, G9a inh 15%, ERG Ets-DNA blk 8% and BAZ2B inh -11%.
Screening Cc1c(NC(=O)c2cccnc2C(=O)O)cccc1C(=O)O returned Pin1 inhibitor -8%, GLS inhibitor 4%, JMJD2A Tudor 2.5µM*, Tb PGK inh 0%, HP1b chromo inh inconclusive, PI4K2A inh -2, G9a inh 8.9µM*, ERG Ets-DNA blk -4% and BAZ2B inh 35µM*.
Screening Cc1cc(NC(=O)C(Cl)c2ccccc2)no1 (stereo unspecified) returned Pin1 inhibitor -3%, GLS inhibitor 37%[activator], JMJD2A Tudor -11%, Tb PGK inh 2%, HP1b chromo inh 15%, PI4K2A inh 4, ERG Ets-DNA blk -3% and BAZ2B inh -1%.
`O=C(NC1CCCCCC1)C1Cc2ccccc2CN1C(=O)c1ccco1` (stereo unspecified) gave Pin1 inhibitor -6%, GLS inhibitor 13%, JMJD2A Tudor -18%, Tb PGK inh 4%, HP1b chromo inh 22%, PI4K2A inh 1, G9a inh -6%, ERG Ets-DNA blk -1% and BAZ2B inh -5%.
For CCOC(=O)C1C2C=CC3(CN(C4CCCC4)C(=O)C13)O2 (stereo unspecified) the results were Pin1 inhibitor 1%, GLS inhibitor -23%, JMJD2A Tudor -1%[11.4 µM], Tb PGK inh 0%, HP1b chromo inh -1%, PI4K2A inh -12, G9a inh 15%[59 µM], ERG Ets-DNA blk -10% and BAZ2B inh -18%.
For CSCCC(NC(=O)c1ccccc1Br)C(=O)NNC(=O)C1COc2ccccc2O1 (stereo unspecified) the results were Pin1 inhibitor -3%, GLS inhibitor 0%, JMJD2A Tudor -1%, Tb PGK inh -9%, HP1b chromo inh 52%[activator], PI4K2A inh 5 and ERG Ets-DNA blk -3%.
Screening COc1ccc(OC)c(Nc2cc(C)nc3nc(C)nn23)c1 returned Pin1 inhibitor 2%, GLS inhibitor -1%, JMJD2A Tudor -18%, Tb PGK inh inactive, HP1b chromo inh 45%[activator], PI4K2A inh -6, G9a inh inconclusive, ERG Ets-DNA blk 2% and BAZ2B inh 5%.
Cc1ccc(S(=O)(=O)Nc2ccccc2)cc1[N+](=O)[O-] was read as Pin1 inhibitor -5%, GLS inhibitor -8%, JMJD2A Tudor -22%, Tb PGK inh -10%, HP1b chromo inh 24%, PI4K2A inh 4 and ERG Ets-DNA blk -2%.
For CC1CCN(C(=O)CSc2nc3c(c(=O)n(C)c(=O)n3C)n2C)CC1 the results were Pin1 inhibitor -8%, GLS inhibitor 6%, JMJD2A Tudor -14%, Tb PGK inh 0%, HP1b chromo inh -1%, PI4K2A inh 2, G9a inh 12%, ERG Ets-DNA blk 14% and BAZ2B inh -2%.
Screening CCOC(=O)c1ccc(N2C(=O)Cc3cc(OCC)c(OCC)cc3C2c2ccccc2)cc1 (stereo unspecified) returned Pin1 inhibitor 12%, GLS inhibitor -7%, JMJD2A Tudor inconclusive, Tb PGK inh inactive, HP1b chromo inh 36%, PI4K2A inh -4, G9a inh -11%[59 µM], ERG Ets-DNA blk 1% and BAZ2B inh -2%.
`Cc1ccc(S(=O)(=O)N/N=C\c2cc3c(cc2[N+](=O)[O-])OCO3)cc1` gave Pin1 inhibitor -2%, GLS inhibitor 4%, JMJD2A Tudor -19%, HP1b chromo inh 6%, PI4K2A inh 7, G9a inh 5.6µM*, ERG Ets-DNA blk -10% and BAZ2B inh -9%.

Screening results as filed in PubChem BioAssay.
